# Insulin prom inh: inhibitors of insulin promoter-driven GFP, primary screen, imaging, TRM-6 cells (human fetal islet line), eGFP reporter, cell count; reporter expression induced with tamoxifen; inhibition, % at 2 µM; 0.9% of 130,000 active; AID 1273, 2008;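 active = inhibition above the mean plus 3 SD, with well images judged a real hit on visual review, cut at about 60% in these data, passing the limit was not always enough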
# SDO1 yeast rescue: growth rescue of sdo1-depleted yeast, primary screen, S. cerevisiae, bone marrow failure model. z-score at 10 µM. S. cerevisiae sdo1-depleted JHY4D growth rescue, OD600 30 h; hits give high values; pdr5 snq2 efflux-pump mutant strain. 0.21% of 140,000 active;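 active = z-score above 3 at both the 24 hr and the 30 hr optical density reads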;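 note: z-score against mean and SD of all compound wells on the same plate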
# SDO1 yeast rescue Rescue 24 h: further read-out of SDO1 yeast rescue, marked with its call; z-score; S. cerevisiae sdo1-depleted JHY4D growth rescue, OD600; measured here: growth rescue at 24 h;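 0 is the plate mean of compound wells and units are plate SD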
# * = called active by the depositor; i = inactive; / = not tested or not shown; [ ] = dose if it differs, or a comment. Not all compounds are listed (hit frequency here may not be typical).
SMILES,Insulin prom inh,SDO1 yeast rescue,SDO1 yeast rescue Rescue 24 h
Cc1ccc2[nH]c(C)c(/C=N/Nc3nc4ccccc4s3)c2c1,21.1,-2.51,-1.79
CC1(NC(=O)C23CC4CC(CC(C4)C2)C3)CCS(=O)(=O)C1 (stereo not given),/,0.8,-1.02
CC1CCN(C(=O)CSc2nc3ccccc3s2)CC1,-123.1,-0.92,-0.28
Cc1snc(SCC(=O)c2ccc(Cl)cc2)c1C#N,4.3,-0.49,-0.55
COc1ccc(/C=N/NC(=O)CC2N=C(Cc3ccccc3)NNC2=O)cc1OC (stereo not given),-7.1,0.09,0.28
CC(=O)Cn1ncc(N2CCOCC2)c(Br)c1=O,-20.0,/,/
c1ccc(-n2ncc(-c3nn[nH]n3)n2)cc1,16.7,0.69,0.71
Cc1cccc(OCC(O)CN2CCN(CCN3C(=O)c4cccc5cccc(c45)C3=O)CC2)c1C (stereo not given),5.3,/,/
Cc1c(-c2ccccc2)c(P(=O)(N2CCOCC2)N2CCOCC2)c2ccccn12,/,0.46,-0.09
CC(C)NC(=O)c1cc2nc(-c3ccco3)cc(C(F)(F)F)n2n1,-12.3,0.53,0.03
O=C(NC(=S)NCc1cccnc1)c1cc2ccccc2o1,27.3,/,/
COc1ccc(OCC(=O)Nc2ccc3c(c2)nc(CN2CCCC2)n3C)cc1,-8.3,-0.18,-0.77
O=C(/C=C/c1ccc([N+](=O)[O-])cc1)OCC(=O)N1c2ccccc2Sc2ccccc21,43.8,-0.77,-0.73
CCC(C)(C(=O)NC1CCCCC1)N(C)C(=O)c1ccc2c(c1)OCO2 (stereo not given),-8.6,0.53,-0.1
O=C(Nc1ncc(Cc2ccccc2)s1)C1COc2ccccc2O1 (stereo not given),10.3,-0.52,-0.08
Cc1ccc(/C=C/c2ccc(=O)n(Cc3ccccc3Cl)n2)cc1,43.3,-1.37,-0.53
Cc1ccc(/C=N/NC(=O)c2cc3c(ccc4ccccc43)o2)cc1[N+](=O)[O-],/,-0.87,-1.35
CC1=C(C(N)=O)C(c2cccnc2)n2nc(SCc3ccccc3Cl)nc2N1 (stereo not given),-5.7,1.9,2.53
COc1ccccc1N(C(=O)CNS(=O)(=O)c1ccccc1)C(C(=O)NCc1ccco1)C(C)C (stereo not given),/,0.87,0.22
Cn1ccnc1SCC(=O)Nc1ccc2ccccc2c1,-147.6,0.7,0.7
Cc1cc(OCCCn2ccnc2)cc(C)c1Cl,0.0,0.79,0.37
Cc1cc(C)n(-c2nc3c(c(=O)[nH]c(=O)n3C)n2Cc2cccc(Br)c2)n1,-46.1,0.4,0.83
COc1cc(C#N)c(NC(=S)N2CCOCC2)cc1OC,-30.8,/,/
CCSc1ccccc1C(=O)Nc1ccc2c(c1)OCO2,-63.2,/,/
COc1ccc2c(c1)C1CC(C)(NC(=O)C1S(=O)(=O)c1ccc(F)cc1)O2 (stereo not given),/,-0.32,-1.22

# Among those listed so far, 2 contain two or more sulfur atoms:
SMILES,Insulin prom inh,SDO1 yeast rescue,SDO1 yeast rescue Rescue 24 h
CC1CCN(C(=O)CSc2nc3ccccc3s2)CC1,-123.1,-0.92,-0.28
Cc1snc(SCC(=O)c2ccc(Cl)cc2)c1C#N,4.3,-0.49,-0.55

# (continued)
SMILES,Insulin prom inh,SDO1 yeast rescue,SDO1 yeast rescue Rescue 24 h
Cc1cccnc1NC(=O)CCNS(=O)(=O)c1ccc2c(c1)c(=O)n(C)c(=O)n2C,-50.0,/,/
COCC(=O)NNS(=O)(=O)c1ccccc1[N+](=O)[O-],-10.3,0.91,-0.36
CCOC(=O)N1CCN(C(=O)CN(c2cccc(C(F)(F)F)c2)S(C)(=O)=O)CC1,/,-0.58,-0.95
O=C(Cc1cccc2ccccc12)N/N=C/c1ccc(Sc2nc3ccccc3s2)o1,/,-0.68,-0.49
Cn1cnnc1SCC(=O)Nc1ccc2nc(SCc3ccccc3F)sc2c1,-3.3,-0.64,-1.1
CC(C)(C)c1ccc(C(=O)N2CCCCCC2=O)cc1,i,0.03,-1.51
CC(=O)CCS(=O)(=O)c1ccc(NC(C)=O)cc1,67.9,1.24,1.19
CCN(c1ccccc1)C1(O)C(=O)c2ccccc2C1=O,-20.0,/,/
COc1cc(OC)c(N(C)S(=O)(=O)c2cccc(C(=O)OCC(=O)c3c[nH]c4ccccc34)c2)cc1Cl,-35.7,0.55,1.59
O=c1c2ccccc2nc2n1C(CSc1ccc(Br)cc1)CN2 (stereo not given),21.9,0.07,-0.62
Cc1cc(Nc2ccccc2)n(C(=O)c2ccc(N)cc2)n1,30.0,-1.9,-2.3
CS(=O)(=O)N(CC(=O)Nc1ccccc1Sc1ccccc1)C1CCCCC1,-62.9,-1.03,-0.63
O=C(CN1C(=O)C2CC=C(Cl)CC2C1=O)NCc1ccccc1 (stereo not given),/,0.39,0.49
CCN(CC)C(=O)c1ccc(Nc2nnc(C)c3ccccc23)cc1,-53.3,0.58,1.05
Cc1csc(NC(=O)CSc2ncnc3c2cnn3-c2ccccc2Cl)n1,27.8,-1.59,-1.03
O=c1oc2ccccc2cc1-c1csc(Cc2nc(-c3ccc(Br)cc3)cs2)n1,/,-0.58,-0.98
O=C(NCc1ccccc1)c1cccc(COc2cccc(Cl)c2)c1,/,-1.04,0.07
Cc1ccc(-n2nnnc2SCC(=O)c2cc(C)n(-c3cc(C)on3)c2C)c(C)c1,/,0.06,-0.03
O=C1c2ccccc2C(=O)N1CCCc1nc2ccccc2c(=O)n1-c1cccnc1,/,0.66,-0.63
O=C(NCc1ccccn1)C1CCN(S(=O)(=O)N2CCCCC2)CC1,30.8,0.51,0.27
Cc1ccc(Cl)cc1N1CCN(S(C)(=O)=O)CC1,-25.0,-0.21,-0.04
COc1ccc(C(=O)OCCc2ccc(O)cc2)cc1,-19.1,-1.06,-0.99
COc1ccc(Cl)cc1N(CC(=O)Nc1ccc2c(c1)OCCO2)S(C)(=O)=O,-12.5,-0.33,-0.61
COc1ccc(-c2nnn(CC(=O)Nc3sc4c(c3C#N)CCCC4)n2)cc1,/,-0.42,0.12
Cn1c(=O)cc(OCCCC(=O)Nc2ccc3c(c2)OCCO3)c2ccccc21,-69.2,-0.58,-1.39

# The closing two entries of the part before lead into the next.
SMILES,Insulin prom inh,SDO1 yeast rescue,SDO1 yeast rescue Rescue 24 h
COc1ccc(-c2nnn(CC(=O)Nc3sc4c(c3C#N)CCCC4)n2)cc1,/,-0.42,0.12
Cn1c(=O)cc(OCCCC(=O)Nc2ccc3c(c2)OCCO3)c2ccccc21,-69.2,-0.58,-1.39
COc1ccc(C)c2sc(NNC(=O)COc3ccccc3)nc12,10.5,/,/
CC(C)[C@H](N)c1nnc(SCC(=O)c2ccc(Cl)cc2)o1,-15.6,0.14,-0.04
Nc1nc(SC2c3cccc4cccc(c34)C2NS(=O)(=O)c2ccccc2)n[nH]1 (stereo not given),-33.3,5.19,2.59
CC(C)(C)OC(=O)C1C(=O)CC(C)(O)C(C(=O)OC(C)(C)C)C1c1ccco1 (stereo not given),-4.8,-0.03,-0.17
O=C1NC(=S)N/C1=C/c1cccc([N+](=O)[O-])c1O,-38.6,0.34,-0.56
CS(=O)(=O)N1CCN(c2ccc([N+](=O)[O-])c(NCCN3CCOCC3)c2)CC1,-25.0,1.77,1.27
CCCCNC(=O)c1c[nH]c2ccc(S(=O)(=O)Nc3ccc(OCC)cc3)cc2c1=O,/,-0.11[8.6 µM],1.83
O=C(O)C(O)c1ccco1 (stereo not given),6.2,0.1,-1.21
COc1ccc(N(C)S(=O)(=O)c2cccc(C(=O)OC(C(=O)Nc3cc(C)cc(C)c3)c3ccccc3)c2)cc1 (stereo not given),-13.7,0.07,-0.07
CCC(=O)Nc1nnc(SCC(=O)c2ccc3c(c2)Cc2ccccc2-3)s1,/,0.15,1.1
Cc1c(/C=N/NC(N)=O)c2ccccn2c1C(=O)c1ccc(F)cc1,-3.6,0.25,0.22
N#CC1=C(N)Oc2cc(Nc3ccccc3)ccc2C1c1ccncc1 (stereo not given),29.2,-0.76,-0.62
COC(=O)c1sc(NC(=O)c2ccc(OC)cc2OC)nc1C,17.2,/,/
Cc1ccc2nc(S(=O)(=O)O)[nH]c2c1,/,0.61,0.12
N#Cc1c(N)c(C(=O)c2ccc(Br)cc2)n2c1CCC2,/,0.29,0.53
CCSc1nnnn1-c1ccccc1,-22.2,0.09,-0.64
COc1cccc(CN2CC(O)=C(c3nc(-c4ccc(Cl)cc4)cs3)C2=N)c1,20.0,0.23,2.13
COc1cccc(C(=O)n2cnnc2N)c1OC,-51.6,0.75,0.81
CCOC(=O)CNC(=O)CSc1nc(-c2ccc(C)cc2)ns1,-41.7,/,/
CCOC(=O)c1cc(NC(=O)C2C3CCC(O3)C2C(=O)O)cc(C(=O)OCC)c1 (stereo not given),33.3,0.13,0.75
COc1cc2cc(CN(CCO)S(=O)(=O)c3ccccc3)c(=O)[nH]c2cc1OC,-39.3,1.47,1.23
CCCn1c(SCC(=O)Nc2ccccc2N2CCOCC2)nc2c1c(=O)n(C)c(=O)n2C,37.5,-0.21,-1.51
CCOC(=O)C(NC(=O)Nc1ccc(O)cc1)(c1ccccc1)C(F)(F)F (stereo not given),39.4,0.61,0.08
COC(=O)c1sccc1NC(=O)CSc1ccc(Cl)cc1,/,-1.09,-0.69
Nc1nc(NCC2CCCO2)nc(Nc2ccccc2)c1[N+](=O)[O-] (stereo not given),32.3,-1.04,-0.54

# Single records, as listed above. Screens in order: Insulin prom inh	SDO1 yeast rescue	SDO1 yeast rescue Rescue 24 h
# Listed for O=C(O)C(O)c1ccco1 (stereo not given) → 6.2	0.1	-1.21
# Listed for N#CC1=C(N)Oc2cc(Nc3ccccc3)ccc2C1c1ccncc1 (stereo not given) → 29.2	-0.76	-0.62

# Some values from the list.
# Entry for N#CC1=C(N)Oc2cc(Nc3ccccc3)ccc2C1c1ccncc1 (stereo not given) under SDO1 yeast rescue: -0.76
# Entry for O=C(O)C(O)c1ccco1 (stereo not given) under SDO1 yeast rescue: 0.1
# Entry for CCOC(=O)C(NC(=O)Nc1ccc(O)cc1)(c1ccccc1)C(F)(F)F (stereo not given) under Insulin prom inh: 39.4
# Entry for CCOC(=O)CNC(=O)CSc1nc(-c2ccc(C)cc2)ns1 under Insulin prom inh: -41.7

# Other compounds.
SMILES,Insulin prom inh,SDO1 yeast rescue,SDO1 yeast rescue Rescue 24 h
Cc1nc(CS(=O)(=O)c2ccccc2)cc(Sc2ccc(Cl)cc2Cl)n1,17.9,-0.32,-0.32
Cn1c(Cn2c(=O)sc3ccccc32)nnc1SCC(=O)Nc1cccc(Cl)c1,/,0.5,0.39
O=C(c1cc(N2CCCCC2)nc2ccccc12)N1CCOCC1,-8.3,1.54,0.59
O=C(Nc1ccc(Br)cc1)c1ccc(Br)c(S(=O)(=O)Nc2cccnc2)c1,-2.6,0.98,1.65
COC(Cn1c(C)c(C(C)=O)c(C(C)=O)c1C)OC,-50.0,0.36,-0.21
O=C1Nc2ccccc2C1(O)C/C(=N/O)c1ccccc1 (stereo not given),10.0,/,/
COc1cc(NC(=O)C23CC4CC(C2)CC(n2nnc(C)n2)(C4)C3)c(OC)cc1Cl,38.5,1.18,0.51
Cc1coc(NC(=O)CSc2nc(-c3ccncc3)cc(C(F)(F)F)c2C#N)n1,44.4,-0.79,-0.43
COc1ccc(NC(=O)/C(=C/c2ccc(OC(C)=O)c(OC)c2)NC(C)=O)cc1,-7.4,0.12,0.16
COc1ccc(NC(=O)CC2C(=O)N(c3ccc(Cl)cc3)C(=S)N2CCc2ccncc2)cc1 (stereo not given),4.4,0.48,0.43
Cc1ccc(NC(=S)NC(=O)c2ccc(-c3ccccc3)cc2)cc1,11.6,/,/
COC(=O)c1sc2nc(CN3CCN(c4ccc(OC)cc4)CC3)[nH]c(=O)c2c1C,/,-0.12,0.16
Cc1cc(=O)n2[nH]cc(C(=O)O)c2n1,66.7,1.9,1.36
Cn1nccc1C(=O)N1CCCC(C(=O)c2cccc3ccccc23)C1 (stereo not given),30.4,/,/
COc1ccc(NC(=O)/C=C/c2cc(Br)ccc2OC)cc1,-20.0,-0.76,-0.3
CCOC(=O)NC(=O)CN1C(=O)NC(C)(c2ccccc2)C1=O (stereo not given),/,0.89,0.52
Cn1c(Cn2c(=O)sc3ccccc32)nnc1SCC(=O)Nc1cccc(F)c1,/,0.42,0.05
CC1(C)C2CC=C(/C=N/NC(=O)c3ccc(O)cc3)C1C2 (stereo not given),/,0.51,0.18
O=C(NCc1ccco1)c1nn2cccnc2c1Cl,0.0,/,/
CN(C(=O)COC(=O)c1ccc(S(=O)(=O)N2CCCC2)cc1)c1ccccc1,-61.1,/,/
Cc1occc1C(=O)Nc1nn[nH]n1,91.9*,0.7,-0.14
CCC(c1nnnn1Cc1ccccc1)N1CCN(c2ccc(OC)cc2)CC1 (stereo not given),60.0,/,/
CCCCn1nc(CC(=O)O)c2ccccc2c1=O,/,-0.63,-0.73
COc1nc(C#N)c(N2CCOCC2)o1,36.4,0.35,-0.16
Cn1c(=O)c2c(nc(-n3ccnc3)n2Cc2ccc(Cl)cc2Cl)n(C)c1=O,/,-0.29,-0.92

# (next part)
SMILES,Insulin prom inh,SDO1 yeast rescue,SDO1 yeast rescue Rescue 24 h
CN(C(=O)c1ccncc1)C1CC(C)(C)N(O)C(C)(C)C1,48.1,1.79,1.8
COC(=O)c1ccc(NC(=O)CN2CCN(c3ccccc3C)CC2)cc1,7.7,-0.2,-0.01
COc1cc(C)c(NC(=S)Nc2ccc(Cl)c(Cl)c2)cc1OC,/,-1.52,-1.44
CCCNC(=O)c1cc(SC)ccc1Cl,-6.8,1.71,3.01
O=C(COc1cccnc1[N+](=O)[O-])Nc1ccc2c(c1)OC(F)(F)O2,-26.7,0.87,-1.12
CC(=O)N/C(=C/c1ccc(OC(F)F)cc1)C(=O)O,-39.3,0.53,0.57
O=c1c2ccccc2nnn1CSc1nnc(Nc2ccccc2)s1,-13.3,-0.05,0.26
Cc1cnc(C(=O)OCC(=O)NCCc2ccccc2)cn1,50.0,0.97,0.46
